# SIRT5 block = inhibitors of human sirtuin-5 desuccinylase; Q9NXA8; Purified SirT5, succinyl-peptide AMC, trypsin-coupled fluorescence; inhibition, % at 15 µM; 1.1% of 330,000 active; in the data active means inhibition above about 15%; inconclusive means no clear call, values can overlap the other calls
# Target sequence (Q9NXA8 whole entry, looked up): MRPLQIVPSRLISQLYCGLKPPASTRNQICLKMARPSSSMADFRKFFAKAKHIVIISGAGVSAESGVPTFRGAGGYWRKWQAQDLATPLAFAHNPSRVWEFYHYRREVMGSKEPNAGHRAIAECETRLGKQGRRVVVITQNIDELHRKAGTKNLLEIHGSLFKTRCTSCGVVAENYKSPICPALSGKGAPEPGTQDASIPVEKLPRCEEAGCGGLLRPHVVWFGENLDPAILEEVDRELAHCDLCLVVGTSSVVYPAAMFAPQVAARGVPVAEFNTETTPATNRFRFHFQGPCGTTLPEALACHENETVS
# DENV2 CPE rescue = inhibitors of DENV2 cytopathic effect | DENV2-infected cells, cytopathic effect rescue, plate reader | CPE inhibition, % at 9.99 µM | 1.7% of 350,000 active | AID 651640; in the data active means CPE inhibition above about 20%, passing the limit was not always enough; inconclusive means no clear call, values can overlap the other calls; tested in BHK-21 cells;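 further: 0% = median of neutral control wells and 100% = median of positive control wells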
# LGR2 inh = inhibitors of bursicon-induced Drosophila LGR2 receptor cAMP signaling; HEK293 LGR2, CRE-luciferase, bursicon-stimulated, 4 h; inhibition, % at 9.99 µM; 0.35% of 380,000 active;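 active means drop in luminescence signal, shown as inhibition above about 50% in the replicate tests, limit read from the data, passing the limit was not always enough; inconclusive means probably only some replicates passing the limit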;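 further: agonist challenge used bursicon conditioned medium at about half maximal strength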
# ARNT TACC3 PPI = disruptors of human ARNT/TACC3 interaction. Q9Y6A5. 0.66% of 390,000 active. inhibition, % at 9.99 µM. AlphaScreen His-ARNT PAS-B/GST-TACC3 binding, luminescence; TACC3 fragment carries E629A point mutation;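 active means mean inhibition of replicates at least 50% and at least half of replicates each reaching 50%; inconclusive means half or more replicates reach 50% but mean below 50%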;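 further: 0% = complete ARNT plus TACC3 wells and 100% = ARNT alone without TACC3; many hits fall short of the cut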
# CASP6 VEID inh = blocks human caspase-6 cleavage activity. P55212. purified caspase-6, Z-VEID-R110 cleavage fluorescence. inhibition, % at 12.5 µM. 0.53% of 350,000 active;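 active means mean inhibition across replicates at least about 35%, with every replicate also reaching that limit, limit read from the data; inconclusive means only one of the two criteria met; inactive means neither criterion met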;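 further: 0% = median of neutral control wells and 100% = no fluorescence left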
# Target sequence (P55212 24-179 limits assumed): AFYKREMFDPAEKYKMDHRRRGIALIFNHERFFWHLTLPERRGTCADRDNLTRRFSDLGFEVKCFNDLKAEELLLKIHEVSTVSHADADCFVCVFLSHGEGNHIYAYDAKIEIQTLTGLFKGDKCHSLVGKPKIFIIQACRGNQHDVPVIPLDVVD
# Target sequence (P55212 194-293 limits assumed): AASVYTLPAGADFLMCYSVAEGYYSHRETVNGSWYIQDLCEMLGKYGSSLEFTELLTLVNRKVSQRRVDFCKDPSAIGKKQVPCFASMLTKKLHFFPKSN
# PAX8 inh HTS = lowers PAX8-driven luciferase in RMG-I cells; RMG-I TPO-luciferase reporter, SteadyGlo, 24 h; inhibition, % at 12.6 µM; 1.2% of 360,000 active; AID 652154;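 active means mean replicate inhibition at least 60% with every replicate also reaching 60%; inconclusive means only one of the two criteria is met; inactive means mean below 60% and not all replicates reaching 60%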;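 further: luciferase light reporting Pax8 driven TPO promoter activity; plate controls were median of neutral control wells for no effect and mitoxantrone controls for full effect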
# EWS-Fli block = inhibitors of EWS/Fli oncoprotein transcriptional activity | A673 NR0B1-luciferase reporter, viability-normalised | inhibition, % at 12.6 µM | 0.67% of 350,000 active;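 active means mean inhibition of at least 50% after viability correction, with every replicate also passing that limit; inconclusive means mean reaches 50% but only one of two replicates passes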;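 further: firefly luciferase signal divided by Alamar Blue viability fluorescence both relative to DMSO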
# An asterisk follows results filed as active; ? = inconclusive; · = no result given.
SMILES	LGR2 inh	EWS-Fli block	CASP6 VEID inh	DENV2 CPE rescue	ARNT TACC3 PPI	PAX8 inh HTS	SIRT5 block
C[C@H](CO)N1C[C@H](C)[C@@H](CN(C)Cc2ccncc2)Oc2ccc(NS(=O)(=O)c3ccccc3)cc2CC1=O	-6	3	-1	9	-11	23	-3
O=S1(=O)CCOC[C@H](c2ccccc2)N1Cc1cccc(F)c1	-18	4	0	·	0	3	0
O=C(O)C1CCCCC1C(=O)NCCCN1CCCC1=O (configuration not stated)	9	4	-2	4	-9	18	·
Cc1ccc(OC(C)C(=O)Nc2ccc(S(=O)(=O)Nc3nccs3)cc2)cc1 (configuration not stated)	-2	6	3	-4	-3	4	0
COc1cccc(-c2cc(C(=O)N3CCN(c4ccccc4OC)CC3)no2)c1	11	-3	-1	-2	-1	4	1
CCC(C)[C@@H](C(=O)Nc1ccc2c(c1)OCO2)N1Cc2ccccc2C1=O (some centres not stated)	2	-5	2	-5	-15	-5	·
CC(=O)Nc1ccc(S(=O)(=O)NNC(=S)NCC2CCCO2)cc1 (configuration not stated)	1	-6	7	-7	-3	2	-1
O=CN1CCN(C(=O)c2cccc3c2-c2ccccc2C3=O)CC1	12	-2	4	-8	-3	5	0
COc1ccc(S(=O)(=O)Nc2ccc3c(c2)C(=O)N([C@H](C)CO)C[C@@H](C)[C@@H](CN(C)Cc2ccccc2)O3)cc1	-5	8	·	-3	24	·	3
C[C@H]1CN([C@@H](C)CO)C(=O)c2cccc(NC(=O)Nc3ccc(F)cc3)c2O[C@H]1CN(C)CC1CC1	7	18	-5	-5	·	-18	-5
O=C(COC(=O)C1(c2cccc(F)c2)CCCC1)NCc1ccc2c(c1)OCO2	0	·	·	·	-6	9	·
COc1ccc(-c2csc(C3=C(O)CN(C(C)C)C3=N)n2)cc1OC	-25	-24	-1	6	·	-32	2
O=C(C1=C[C@H](c2coc3ccccc3c2=O)C[C@H](OCCCCO)O1)N1CCN(Cc2ccc3c(c2)OCO3)CC1	-11	3	1	?	-11	13	·
C[C@@H]1CN([C@H](C)CO)C(=O)c2cccc(NC(=O)C3CCCCC3)c2O[C@@H]1CN(C)C(=O)Nc1ccc(C(F)(F)F)cc1	7	2	-1	2	5	-2	1
COc1ccc(Cl)cc1NC(=O)CN1CCC(NC(=O)C2CC2)CC1	6	-2	2	-5	-4	18	7

# As entered above:
# C[C@H](CO)N1C[C@H](C)[C@@H](CN(C)Cc2ccncc2)Oc2ccc(NS(=O)(=O)c3ccccc3)cc2CC1=O in PAX8 inh HTS: 23
# O=C(O)C1CCCCC1C(=O)NCCCN1CCCC1=O (configuration not stated) in ARNT TACC3 PPI: -9

# (continued)
SMILES	LGR2 inh	EWS-Fli block	CASP6 VEID inh	DENV2 CPE rescue	ARNT TACC3 PPI	PAX8 inh HTS	SIRT5 block
CCOc1ccc(-n2c(O)c(/C=N/c3ccnn3Cc3ccncc3)c3ccccc3c2=O)cc1	-4	5	·	-7	0	8	0
COc1ccc(CCNC(=O)CCNC(=O)c2ccccc2Cl)cc1	11	-5	-2	4	20	11	1
CNCCC(Oc1ccccc1OC)c1ccccc1 (configuration not stated)	-2	3	·	-4	-3	-16	22*
CCc1nc(SCC(N)=O)c2c(=O)n(C)c(=O)n(C)c2n1	-9	-1	-1	-8	-7	-6	7
C[C@H]1CN([C@@H](C)CO)S(=O)(=O)c2ccc(-c3cccc(F)c3)cc2O[C@H]1CN(C)S(C)(=O)=O	-10	9	-2	-8	-9	4	1
CNC(=O)C1(CC(C)C)C=CCN1C(C)=O (configuration not stated)	6	-6	-2	-1	-4	-28	·
CC(C)c1onc(C(=O)Nc2cccnc2Cl)c1[N+](=O)[O-]	7	-14	4	5	-3	-6	-4
CO[C@@H]1CN(C)C(=O)c2cc(NC(=O)C3CC3)ccc2OC[C@H](C)N(Cc2cc(F)ccc2F)C[C@H]1C	36	7	0	-7	-5	15	0
O=C(NCC1CC1)[C@H]1[C@H](CO)[C@H]2Cn3c(ccc(-c4ccncc4)c3=O)[C@H]2N1Cc1cocn1	5	10	1	14	6	-2	-7
COc1ccc(-c2nnn(CC(=O)NCc3ccc4c(c3)OCO4)n2)cc1OC	-1	5	0	-3	-2	1	0
CC(C)CN(C(=O)Cn1nnc(-c2ccc(Cl)cc2)n1)C1CCS(=O)(=O)C1 (configuration not stated)	14	1	2	15	·	-1	·
Cc1oc(-c2cccs2)nc1CN1CCN(C2CCCC2)C(CCO)C1 (configuration not stated)	-2	9	-7	-1	2	-4	-5
C[C@@H]1CCCCO[C@H](CN(C)S(=O)(=O)c2ccccc2)[C@@H](C)CN([C@@H](C)CO)C(=O)c2cc(NC(=O)Nc3ccc4c(c3)OCO4)ccc2O1	3	1	-3	0	·	-26	-8
Cn1cnc(S(=O)(=O)N[C@@H]2C=C[C@H](CC(=O)Nc3ccc(-c4ccccc4)cc3)O[C@H]2CO)c1	0	0	0	-3	10	-18	-18
O=C(C1=NN[C@@H]2C(=O)N(Cc3ccccc3)C(=O)[C@H]12)c1ccc([N+](=O)[O-])cc1	1	1	0	-2	1	-5	1

# Next section:
SMILES	LGR2 inh	EWS-Fli block	CASP6 VEID inh	DENV2 CPE rescue	ARNT TACC3 PPI	PAX8 inh HTS	SIRT5 block
CCC(=O)N1CC[C@@H]2[C@H]1c1cc(-c3ccc(C(=O)N(C)C)cc3)ccc1N[C@@H]2CO	4	-12	6	?	9	17	-1
CCC(CC)C(=O)N(C)c1c(C)nc2c(OCc3ccccc3C(=O)OC)cccn12	-31	-12	·	-4	·	1	-1
CCC(C(=O)NC1CCCC1)n1c(C2CC2)nc2ccccc21 (configuration not stated)	8	-9	-1	-6	·	-22	-2
S=C(NCCc1ccccc1)Nc1ccc(N2CCCCC2)cc1	-1	-4	-1	7	18	-7	1
CC1(c2nnc(Cc3ccccc3)o2)CC(c2cccc(F)c2)=NO1 (configuration not stated)	-1	-9	0	18	-10	-3	·
Cc1ccc(S(=O)(=O)NN2C(=O)c3ccccc3NC2(C)C)cc1	4	-9	1	0	-2	6	-17
CC1(C)Cc2cccc(OCC(=O)NCCc3ccccc3)c2O1	-28	-37	1	-1	·	-48	-1
COc1ccc(CN2CCNC(=O)C2CC(=O)NCc2cn3ccc(C)cc3n2)c(OC)c1 (configuration not stated)	7	-3	-2	-1	-5	16	-3
Cc1c(C(C)CCCO)oc(=O)c2c1Oc1c(C)c(C(C)C[C@@H](C)O)oc(=O)c1C2 (some centres not stated)	2	1	19	?	-15	7	·
Cc1cc(S(=O)(=O)N(Cc2ccc(C(C)C)cc2)CC2CCCO2)ccc1-n1cnnn1 (configuration not stated)	14	·	-1	·	-4	·	·
CC(=O)Nc1cccc(N=NN2CCOCC2)c1	-8	-4	9	1	·	0	-6
Nc1nnc(Sc2ccc(Cl)cc2[N+](=O)[O-])s1	1	1	2	1	·	14	1
COc1cc(NC(=O)C2CCN(S(=O)(=O)c3ccc4[nH]c(=O)oc4c3)CC2)cc(OC)c1	6	-1	2	-3	26	3	3
Nc1c(/C=C2/C=CC(=O)C(O)=C2)c(=O)nc2sc(CC(=O)N3CCOCC3)nn12	-3	1	28	31*	8	0	34*
CCc1nnc(N/N=C/c2ccccc2F)n1N	-16	-5	5	-7	-8	16	-7

# The list continues.
SMILES	LGR2 inh	EWS-Fli block	CASP6 VEID inh	DENV2 CPE rescue	ARNT TACC3 PPI	PAX8 inh HTS	SIRT5 block
Cc1ccc(C(=O)N2CCN(c3ccc([N+](=O)[O-])c(N4CCOCC4)c3)CC2)cc1	3	10	-1	-7	-2	24	1
CO[C@@H]1CN(C)C(=O)c2cc(NC(C)=O)ccc2OC[C@H](C)N(C(=O)C2CCCCC2)C[C@@H]1C	13	-1	-2	-3	0	6	1
Cc1cccc(OCC(=O)NCC(=O)N/N=C/c2ccc(N(C)C)cc2)c1	1	·	-2	2	-8	·	-2
CC1Cc2[nH][nH]c(=O)c2C(C2CC2)O1 (configuration not stated)	-15	-7	3	0	·	-3	1
CC(=O)c1cccc(NC(=O)/C=C/c2ccc(S(=O)(=O)N3CCOCC3)cc2)c1	1	6	3	19	·	10	-1
NC1=NC[C@@H](Cc2ccc(O)cc2)N1CCCCC1CCCCC1	·	17	21	?	-12	25	·
CC(C)(C)n1ncc2c(=O)n(CC(=O)Nc3ccc4c(c3)OCO4)cnc21	25	·	4	·	-18	·	-1
COc1ccc(/C=N\NC(=O)c2ccc([N+](=O)[O-])cc2)cc1COc1c(F)c(F)cc(F)c1F	7	12	-2	-2	5	5	-3
O=C1NC[C@H](Cc2ccc(O)cc2)N(C[C@@H]2CCCN2C[C@H](Cc2ccc(O)cc2)N2C[C@H](Cc3ccccc3)N(CCc3ccccc3)C(=O)C2=O)C1=O	4	-11	3	3	·	-12	-1
Cc1noc(C)c1NC(=O)N(C)C[C@@H]1Oc2c(NC(=O)Nc3ccc4c(c3)OCO4)cccc2C(=O)N([C@@H](C)CO)C[C@H]1C	-16	-8	-2	-10	-2	·	3
C[C@@H]1CN([C@@H](C)CO)C(=O)Cc2cc(NS(=O)(=O)c3cccs3)ccc2O[C@H]1CN(C)Cc1ccccc1	-2	12	1	-6	9	7	3
C[C@@H]1CN([C@@H](C)CO)C(=O)c2cc(NC(=O)C3CCCCC3)ccc2O[C@@H](C)CCCCO[C@@H]1CN(C)C	7	-6	·	·	·	-3	·
CCOc1ccc(Cn2ccnc2)cc1[N+](=O)[O-]	29	·	·	·	-10	14	·
CC(C)(C)C(=O)CN1C(=O)NC(c2ccccc2)(c2ccccc2)C1=O	12	-8	4	7	-2	-15	-46
CNC(=O)C[C@@H]1CC[C@H]2[C@@H](COc3ccc(NC(=O)c4cccs4)cc3C(=O)N2C)O1	-3	-2	·	?	8	-10	·

# Continued:
SMILES	LGR2 inh	EWS-Fli block	CASP6 VEID inh	DENV2 CPE rescue	ARNT TACC3 PPI	PAX8 inh HTS	SIRT5 block
Cc1nnc(SCC(=O)N(C2CCCCC2)C2CCS(=O)(=O)C2)n1C (configuration not stated)	-7	-2	0	6	-2	-9	6
COc1ccc(S(=O)(=O)Nc2noc3ccccc23)cc1	-7	15	0	-7	-8	33	-5
C#CCN(C[C@H]1[C@H](OC(=O)NC2CC2)[C@H](OC(=O)NC2CC2)C[C@@H](C(=O)OC)[C@H]1C(=O)OC)S(=O)(=O)c1ccc(C)cc1	-14	-4	2	-7	·	-7	·
COC(=O)c1ccc2c(c1)C(=O)/C(=C/c1ccc(O)cc1)O2	-36	·	·	·	-1	-88	·
CC(C)NC(=O)Nc1ccc2c(c1)C(=O)N([C@H](C)CO)C[C@H](C)[C@@H](CN(C)Cc1ccc(C(F)(F)F)cc1)O2	21	8	7	-11	-8	9	10
O=C(O)c1ccc(/C=N/Nc2nc(N3CCCCC3)nc(N3CCCCC3)n2)cc1	-9	14	-3	2	45*	-8	3
C=CCn1c(SCC(N)=O)nc2scc(-c3ccc(C)o3)c2c1=O	-66	-80	0	-4	-3	-99	-2
CCOc1ccccc1N1CCN(C(=O)c2cc(C)oc2C)CC1	4	20	1	-7	2	·	3
O=C(C[C@@H]1C=C[C@@H](NC(=O)c2ccccn2)[C@@H](CO)O1)NCc1cccc(F)c1	-18	1	-4	-4	-8	-9	0
Nc1nc(SCC(=O)Nc2cc(S(=O)(=O)N3CCOCC3)ccc2Cl)n[nH]1	4	3	-1	10	-4	-12	·
COC(=O)CCN(C(=O)c1cccc([N+](=O)[O-])c1)c1ccccn1	-36	-2	-3	·	9	0	-4
Cc1ccc2c(C)c(C(=O)N(Cc3ccc(N(C)C)cc3)C3CCS(=O)(=O)C3)oc2c1 (configuration not stated)	-8	9	0	-2	20	17	-10
O=C(Nc1cccc(F)c1)C1CCCN(C(=O)c2ccc(Cl)cc2)C1 (configuration not stated)	-14	7	1	12	-6	-8	0
O=C1N(Cc2cccc(Cl)c2)C[C@@H]2C[C@@H](c3cccn3-c3ccccn3)N3CCC[C@@]123	-2	12	-1	-10	-5	0	-1
CC(O)CNc1nc2sc3c(c2c(=O)n1Cc1ccco1)CCCCC3 (configuration not stated)	-48	-29	2	29*	-10	-45	-4
N#C[C@H]1[C@H](c2ccc(C#CCC3CCCC3)cc2)[C@H](CO)N1C(=O)c1ccccn1	-12	2	1	-24	-18	3	1
COC(=O)COc1ccc(Oc2cc(C)nc(SC)n2)nn1	-11	-8	0	0	4	·	1

# Screening results from PubChem.
